TPT1 inh = C. albicans TPT1 enzyme inhibition; recombinant caTPT1, FP RNA substrate dephosphorylation; inhibition, % at 5 µM; actives 0.81% (n = 300,000);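 active = inhibition above the mean of all tested compounds plus 3 SD, set per screening campaign, cut at about 24% in these data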;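 also: plate controls were DMSO alone for no effect and ferristatin control at 100 nM for full effect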
JMJD2C inh = blocks human GASC-1 demethylase activity; Q9H3R0; GST-JMJD2C(1-420) H3K9me3 demethylation, DELFIA europium; inhibition, % at 2.35 µM; actives 0.069% (n = 330,000);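 active = more than half of a compound's replicate wells show inhibition beyond 50%, single wells judged on their own value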;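 also: signal counts dimethyl H3K9 product captured on neutravidin plate; 0% = median of DMSO wells and 100% = 0.3 times that DMSO median; strong numbers were not always called active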
Target sequence (Q9H3R0 1-420 limits assumed): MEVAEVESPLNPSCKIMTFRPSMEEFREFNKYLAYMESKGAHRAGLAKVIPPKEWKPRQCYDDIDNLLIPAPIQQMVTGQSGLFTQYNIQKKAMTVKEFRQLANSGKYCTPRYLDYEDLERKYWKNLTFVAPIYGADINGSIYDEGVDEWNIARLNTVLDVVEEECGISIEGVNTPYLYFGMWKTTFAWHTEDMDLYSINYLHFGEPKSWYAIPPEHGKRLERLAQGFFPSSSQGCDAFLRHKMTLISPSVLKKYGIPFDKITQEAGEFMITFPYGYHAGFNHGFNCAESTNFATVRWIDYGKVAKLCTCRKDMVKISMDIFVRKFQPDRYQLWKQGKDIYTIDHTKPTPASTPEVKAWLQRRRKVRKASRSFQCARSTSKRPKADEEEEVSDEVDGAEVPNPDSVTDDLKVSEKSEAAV
Fh CTSL1 inh = cathepsin L1 inhibition, PFM18AAP counter-screen; recombinant F. hepatica cathepsin L1, Z-Leu-Arg-MCA fluorescence; inhibition, % at 5.96 µM; actives 0.49% (n = 300,000);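 active = inhibition above the mean of all tested compounds plus 3 SD, set per screening campaign, cut at about 17% in these data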;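 also: 0% = plate median of test compound wells and 100% = 1 µM Z-Phe-Ala-diazomethylketone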
EBNA-1 inh = blocks EBNA-1 binding to DNA | EBNA-1 DNA binding, fluorescence polarization | inhibition, % at 14.8 µM | actives 0.34% (n = 300,000); in the data active = inhibition above about 28%
PP5 inh = PP5 (human) phosphatase inhibition | AID 1987 | purified PP5c, OMFP substrate fluorescence | inhibition, % at 6.7 µM | actives 0.18% (n = 320,000);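 active = inhibition above the campaign's mean inhibition across all tested compounds plus 3 SD, cut at about 9.5% in these data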;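 also: 0% = DMSO only and 100% = 100 µM cantharidin control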
ZTA DNA inh = blocks Epstein-Barr virus ZTA, an EBNA-1 counter-screen; ZTA-DNA binding, fluorescence polarization; AID 2234; P03206; inhibition, % at 11 µM; actives 0.15% (n = 320,000); in the data active = inhibition above about 33%
Target sequence (P03206 whole entry, looked up): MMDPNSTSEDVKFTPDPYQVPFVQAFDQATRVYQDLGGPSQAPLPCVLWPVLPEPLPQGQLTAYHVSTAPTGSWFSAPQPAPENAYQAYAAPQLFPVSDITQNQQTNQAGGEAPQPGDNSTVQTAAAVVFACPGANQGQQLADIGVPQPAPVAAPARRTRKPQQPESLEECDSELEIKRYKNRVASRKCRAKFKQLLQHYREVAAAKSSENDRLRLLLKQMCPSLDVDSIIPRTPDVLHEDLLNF
CR mimetic SO = caloric restriction mimetics inhibiting age-related superoxide in yeast; superoxide response (% of plate mean), % at 10 µM; S. cerevisiae aged cells, superoxide DHE fluorescence; stronger effect = lower value; AID 2690; actives 0.18% (n = 330,000);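 active = superoxide response under a set limit, about three screen SD below normal, cut at about 65% in these data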;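 also: yeast aged for seven days with compound at 30 °C before DHE staining; 100% = average MFI of all compound-treated wells on the plate with controls excluded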
PP1 inh = PP1-alpha (human) inhibition in PP5 counter-screen; actives 0.9% (n = 320,000); inhibition, % at 6.7 µM; AID 2235; purified PP1alpha, OMFP fluorescence; P62136;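 active = inhibition above the mean inhibition of all tested compounds plus 3 SD, computed separately for each screening campaign, cut at about 15% in these data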
Target sequence (P62136 whole entry, looked up): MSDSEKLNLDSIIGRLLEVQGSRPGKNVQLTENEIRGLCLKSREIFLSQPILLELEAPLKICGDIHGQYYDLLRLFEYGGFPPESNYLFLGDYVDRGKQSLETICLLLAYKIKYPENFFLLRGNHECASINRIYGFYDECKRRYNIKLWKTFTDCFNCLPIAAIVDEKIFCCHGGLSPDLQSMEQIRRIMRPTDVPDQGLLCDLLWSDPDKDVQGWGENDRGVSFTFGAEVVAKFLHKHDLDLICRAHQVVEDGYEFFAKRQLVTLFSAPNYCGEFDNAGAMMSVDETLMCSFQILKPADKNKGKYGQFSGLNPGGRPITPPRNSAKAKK
HCV core dimer = blocks dimerization of HCV core protein; actives 0.33% (n = 300,000); inhibition, % at 5 µM; TR-FRET GST/Flag-core106 dimerization, 1536-well;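 active = inhibition above the mean of all tested compounds plus 3 SD, set per screening campaign, cut at about 45% in these data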
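System: GST/Flag-tagged HCV core106 proteins. Incubation: compound-protein-antibody incubation 4 h at 22.5 °C. Technique: HTRF with 340 nm excitation, 617/671 nm emission. Medium: KF-containing HEPES buffer, pH 7.45, DTT, CHAPS, BSA. Read-out: inhibition (%) from 671 over 617 nm ratio. Also added: Eu(K)-anti-GST 90 ng/mL plus XL665-anti-Flag 1 µg/mL.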
Starred values were filed as active, the others as inactive; . = no result given.

#1 NC(=S)NNc1ccnc2cc(Cl)ccc12
#2 O=C(c1ccc(COc2ccc3c(c2)CCC3)o1)N1CCN(c2ccccc2)CC1
#3 O=S(=O)(c1ccccc1F)N1CCN(C(=S)NCc2ccccc2)CC1
#4 N=C1C(c2ccccc2)=C(O)CN1c1ccc2c(c1)OCO2
#5 O=C(NCc1ccc(F)cc1)c1cc2c(s1)CS(=O)(=O)C2
#6 CC1=CC(C)(C)N(C(=O)CN2C(=O)CCC2=O)c2ccccc21

Screen / compound no.	1	2	3	4	5	6
TPT1 inh	5	-1	4	-1	0	0
JMJD2C inh	2	-2	-3	2	-9	-10
Fh CTSL1 inh	2	6	1	0	1	2
EBNA-1 inh	11	-10	4	3	1	-1
PP5 inh	-0.7	1.3	0.5	0.2	-0.8	-1.8
ZTA DNA inh	17	-4	18	1	-7	-18
CR mimetic SO	101	102	92	84	105	88
PP1 inh	-4	2	-4	2	-1	0
HCV core dimer	-7	7	3	4	13	1

An excerpt from above, reduced to PP1 inh and Fh CTSL1 inh:
item | Compound | PP1 inh | Fh CTSL1 inh
3 | O=S(=O)(c1ccccc1F)N1CCN(C(=S)NCc2ccccc2)CC1 | -4 | 1
4 | N=C1C(c2ccccc2)=C(O)CN1c1ccc2c(c1)OCO2 | 2 | 0

Results in sequence from the entries so far:
EBNA-1 inh, entries 1–6: 11, -10, 4, 3, 1, -1
PP5 inh, entries 1–6: -0.7, 1.3, 0.5, 0.2, -0.8, -1.8

Next part:
#7 O=C(CBr)Nc1c2c(nn1-c1ccccc1)CSC2
#8 O=C(NCc1ccc2c(c1)OCO2)C1CCC(CNS(=O)(=O)c2ccc(Cl)cc2)CC1 (stereo not drawn)
#9 COc1cccc(NS(=O)(=O)c2cc3c(cc2C)N(C)CCO3)c1
#10 O=C(CN1CCOCC1)Nc1ccccc1Cl
#11 CCN1C(=O)c2cccc3c(NC(=O)C(C)(C)C)ccc1c23
#12 COc1cc(/C=C/C(=O)c2c(O)cc(C)oc2=O)cc(OC)c1O

Screen / compound no.	7	8	9	10	11	12
TPT1 inh	-3	-5	-2	-2	2	37*
JMJD2C inh	8	2	0	-7	-8	-13
Fh CTSL1 inh	9	-3	1	1	1	3
EBNA-1 inh	1	30*	-10	4	-5	-10
PP5 inh	0.8	2.4	4.3	2.5	2.4	-0.6
ZTA DNA inh	12	-2	5	-8	-1	-5
CR mimetic SO	90	80	105	91	96	104
PP1 inh	-1	2	1	2	-1	2
HCV core dimer	7	6	1	-1	-13	6

#13 O=C(CN1CC(=O)Oc2ccccc21)OCC(=O)c1ccc(Br)cc1
#14 CCOC(=O)Cn1c(=O)c2c(nc3n2CCCCN3c2ccc(OCC)cc2)n(C)c1=O
#15 COc1ccc(C2C(C)C3(O)CC(C#N)(C(=O)N3)C2(C#N)C#N)cc1 (stereo not drawn)
#16 COc1ccc(/C=C/C(=O)O/N=C(\N)c2ccccc2)cc1OC
#17 CC(C)Cc1cc(C(=O)NCCc2ccccc2)no1
#18 CCOC(=O)C1(CCOC)CCN(C(=O)Cc2ccc3ccccc3c2)CC1

Screen / compound no.	13	14	15	16	17	18
TPT1 inh	-2	5	-3	3	2	-3
JMJD2C inh	14	3	-2	-37	7	-2
Fh CTSL1 inh	-1	4	1	-8	4	7
EBNA-1 inh	0	-5	-6	5	1	2
PP5 inh	3.2	0.1	0.1	1.9	1.1	-1.9
ZTA DNA inh	5	1	-2	1	-3	12
CR mimetic SO	116	101	91	100	75	95
PP1 inh	-2	0	0	-4	-2	-2
HCV core dimer	2	5	2	-9	3	13

#19 COc1cc(/C=C/C(=O)OCC(=O)Nc2nnc(-c3ccccc3)o2)cc(OC)c1OC
#20 CC(C)CCNC(=O)c1sc2ccc(S(=O)(=O)N3CCCCC3)cc2c1N
#21 COCC(C)NC(=O)NC(=O)c1ccc(Cl)cc1 (stereo not drawn)
#22 Cc1[nH]c2ccccc2c1SCC(=O)NC1CCCCC1
#23 COc1ccc2oc(C(F)(F)C(F)(F)F)cc(=O)c2c1
#24 CCOC(=O)c1c[nH]c2nc(C)ccc2c1=O

Screen / compound no.	19	20	21	22	23	24
TPT1 inh	2	1	5	-1	-1	-13
JMJD2C inh	-2	5	10	11	0	0
Fh CTSL1 inh	1	3	1	23*	-2	3
EBNA-1 inh	-5	3	-5	-3	6	2
PP5 inh	-0.1	0.9	0.5	0.2	-0.2	2.3
ZTA DNA inh	5	-1	-13	-9	12	0
CR mimetic SO	88	91	102	105	106	101
PP1 inh	7	0	3	-4	-1	2
HCV core dimer	4	11	-3	-5	-7	2

#25 COCC1CCCCN1Cc1cn[nH]c1-c1ccc2cc(OC)ccc2c1 (stereo not drawn)
#26 Cc1cccc(NC(=S)NC2CC3CCC(C2)N3Cc2ccco2)c1C (stereo not drawn)
#27 Cc1cccn2c(=O)c3cc(C(=O)NCCc4ccccc4)c(=N)n(CC4CCCO4)c3nc12 (stereo not drawn)
#28 Cc1ccc(NC(=O)Cn2c(=S)[nH]c3ccccc32)cc1
#29 Cc1ccc(OCc2nnc(NC(=O)OCC(C)C)s2)c(C)c1
#30 Cc1ccc(C(=O)N2CCN(S(=O)(=O)c3ccccc3[N+](=O)[O-])C2)cc1

Screen / compound no.	25	26	27	28	29	30
TPT1 inh	2	-1	-5	-7	-4	-2
JMJD2C inh	19	-6	-3	-7	1	7
Fh CTSL1 inh	2	7	4	-1	0	-2
EBNA-1 inh	7	3	-4	-21	3	1
PP5 inh	0.7	0.9	2.0	0.8	-1.3	2.5
ZTA DNA inh	-11	1	-6	-10	18	6
CR mimetic SO	86	97	102	102	107	106
PP1 inh	0	-2	1	0	-8	-2
HCV core dimer	-5	-3	0	0	11	-1

#31 O=C(CSc1ccccc1Cl)N1CCOCC1
#32 COc1ccc(N2C(=O)NC3CC2(C)Oc2ccc(Br)cc23)cc1OC (stereo not drawn)
#33 O=c1c2ccccc2ncn1Cc1ccccc1
#34 Cc1cc2c(c(C)nn2-c2ccccc2)c(=O)o1
#35 Cc1ccc(-c2csc(C3C(N)=NC(S)=C(C#N)C34CCCCC4)n2)cc1 (stereo not drawn)
#36 Cn1c(=O)c2ncn(CC(=O)Nc3cccc(-c4nc5ccccc5s4)c3)c2n(C)c1=O

Screen / compound no.	31	32	33	34	35	36
TPT1 inh	-1	0	-3	-4	12	3
JMJD2C inh	0	-9	6	3	-8	.
Fh CTSL1 inh	-2	1	7	-3	1	1
EBNA-1 inh	18	-2	-1	6	16	-14
PP5 inh	1.2	-1.1	0.7	2.5	3.9	1.4
ZTA DNA inh	11	-11	-6	-24	-3	9
CR mimetic SO	97	103	57*	113	109	116
PP1 inh	-1	0	-2	-2	17*	3
HCV core dimer	1	3	1	0	40	-2

#37 O=c1[nH]nc(CNc2ccc(Cl)cc2Cl)c2ccccc12
#38 CS(=O)(=O)N(CC(=O)Nc1ccc2c(c1)OCCO2)Cc1ccccc1
#39 CCOC(=O)c1c(NC(=O)CSc2nnc(C)o2)sc(C)c1C
#40 S=c1[nH]nc(C2CCCCC2)n1/N=C/c1ccco1
#41 CCN(CC)C(=O)c1oc2ccc(S(=O)(=O)N3CCCCCC3)cc2c1C
#42 COC(=O)c1c(NC(=O)c2ccc(C)c(S(=O)(=O)Nc3ccccc3C)c2)sc2c1CCCC2

Screen / compound no.	37	38	39	40	41	42
TPT1 inh	1	-6	-4	-1	-4	0
JMJD2C inh	-1	-44	-4	-8	4	-12
Fh CTSL1 inh	2	3	2	4	-9	6
EBNA-1 inh	5	10	-6	7	-6	0
PP5 inh	1.9	0.8	0.4	1.0	3.7	0.2
ZTA DNA inh	3	5	8	-3	-16	-5
CR mimetic SO	112	92	92	103	107	97
PP1 inh	5	-2	2	-2	1	-1
HCV core dimer	13	-4	0	9	3	0

The closing 4 entries of the section before are carried over, then new ones follow.
#39 CCOC(=O)c1c(NC(=O)CSc2nnc(C)o2)sc(C)c1C
#40 S=c1[nH]nc(C2CCCCC2)n1/N=C/c1ccco1
#41 CCN(CC)C(=O)c1oc2ccc(S(=O)(=O)N3CCCCCC3)cc2c1C
#42 COC(=O)c1c(NC(=O)c2ccc(C)c(S(=O)(=O)Nc3ccccc3C)c2)sc2c1CCCC2
#43 CCOP(=O)(c1ccc(N(C)C)cc1)C(O)c1ccccc1 (stereo not drawn)
#44 Cc1ccc(C(=O)Nn2cnnc2)cc1[N+](=O)[O-]
#45 COc1cccc(-c2noc(CCC(=O)NCC3CCCO3)n2)c1 (stereo not drawn)
#46 COc1ccc(C(O)(CC(C)C)C(CN2CCOCC2)c2ccccc2)cc1 (stereo not drawn)
#47 CCc1cc(C(=O)OC)c(NC(=O)CCC(=O)O)s1
#48 CCOC(=O)N1CCN(C(=O)/C=C/c2ccc(OC)cc2)CC1

Screen / compound no.	39	40	41	42	43	44	45	46	47	48
TPT1 inh	-4	-1	-4	0	1	-1	2	0	-3	0
JMJD2C inh	-4	-8	4	-12	14	5	-8	1	1	-1
Fh CTSL1 inh	2	4	-9	6	0	3	4	-2	4	0
EBNA-1 inh	-6	7	-6	0	1	3	0	-8	0	-5
PP5 inh	0.4	1.0	3.7	0.2	-1.7	3.0	1.0	5.4	0.1	-1.8
ZTA DNA inh	8	-3	-16	-5	-2	-25	4	3	9	-9
CR mimetic SO	92	103	107	97	96	95	95	102	86	88
PP1 inh	2	-2	1	-1	-2	0	-3	1	-2	2
HCV core dimer	0	9	3	0	-2	1	-1	-4	-2	2

#49 Cc1oc2cc(O)ccc2c(=O)c1Oc1ccccc1
#50 CC1(C)Cc2c(C#N)c(NCCO)nc(-c3ccco3)c2CO1
#51 O=c1[nH]cnc2c1N1CCC2CC1
#52 CCN(C(=O)COc1ccc(C(=O)c2ccccc2)cc1)c1ccccc1
#53 Cc1cccc(C)c1NC(=S)N(c1ccccc1)C(C)C
#54 N#C[C@H]1C2OC2c2ccccc2N1C(=O)c1ccccc1 (stereo partly drawn)

Screen / compound no.	49	50	51	52	53	54
TPT1 inh	0	3	-4	2	1	-2
JMJD2C inh	9	-3	-5	8	3	5
Fh CTSL1 inh	2	-2	-2	2	1	7
EBNA-1 inh	-8	-3	3	1	-3	7
PP5 inh	2.2	0.4	-1.2	0.0	2.5	1.1
ZTA DNA inh	-6	10	-6	8	12	-6
CR mimetic SO	91	120	92	104	93	83
PP1 inh	-3	-2	0	0	4	-3
HCV core dimer	-2	7	-6	0	-11	-5

#55 O=C(O)C(c1ccccc1)N1CCCCC1 (stereo not drawn)
#56 CN(c1ccc(C(=O)N2CCN(c3ccccc3F)CC2)cc1)S(=O)(=O)c1ccccc1
#57 Cc1nc(C(=O)N(C)C)nn1-c1cc(Cl)cc(Cl)c1
#58 CCNC(=S)N1CCN(S(=O)(=O)c2ccc(C)c(C)c2)CC1
#59 CC1CCN(CCc2nc3cc(NC(=O)Nc4ccccc4)ccc3n2C)CC1
#60 COc1ccc(N2CCN(C(CNC(=O)c3cccc(Cl)c3)c3cccnc3)CC2)cc1 (stereo not drawn)
#61 O=C(CN1CCN(CC(=O)Nc2ccccc2Cc2ccccc2)CC1)Nc1ccccc1Cl

Screen / compound no.	55	56	57	58	59	60	61
TPT1 inh	-1	-3	2	-2	-2	-5	-5
JMJD2C inh	-22	-17	2	0	4	4	10
Fh CTSL1 inh	4	2	6	-3	-1	5	0
EBNA-1 inh	1	-19	-7	-2	3	7	-7
PP5 inh	-0.3	1.6	-1.0	-2.0	1.4	-0.4	0.8
ZTA DNA inh	2	-6	5	7	-8	0	6
CR mimetic SO	102	95	85	107	103	122	98
PP1 inh	-2	0	-2	1	-5	-1	3
HCV core dimer	-3	1	-2	0	-1	-10	0

Screening data from PubChem BioAssay.
